# Compound activity (PubChem BioAssay)
# D1 PAM: human D1 dopamine receptor positive modulation. P21728. HEK293 TREx D1 cells, calcium flux, dopamine EC20 potentiation. potentiation, % at 10 µM. 0.036% of 360,000 active. AID 504651; in the data active = potentiation above about 30%; note: 0% is about no effect
# Target sequence (P21728 whole entry, looked up): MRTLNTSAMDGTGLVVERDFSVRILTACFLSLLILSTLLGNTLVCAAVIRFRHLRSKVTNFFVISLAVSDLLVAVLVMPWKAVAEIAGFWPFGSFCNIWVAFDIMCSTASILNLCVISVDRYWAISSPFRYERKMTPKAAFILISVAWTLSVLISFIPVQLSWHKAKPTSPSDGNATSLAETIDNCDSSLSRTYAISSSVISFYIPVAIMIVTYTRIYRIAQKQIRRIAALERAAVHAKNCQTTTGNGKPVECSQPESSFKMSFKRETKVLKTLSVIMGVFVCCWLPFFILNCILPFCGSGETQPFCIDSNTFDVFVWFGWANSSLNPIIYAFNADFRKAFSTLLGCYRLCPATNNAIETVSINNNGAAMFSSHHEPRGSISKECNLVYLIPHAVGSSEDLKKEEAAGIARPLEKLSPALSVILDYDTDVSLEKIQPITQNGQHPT
# D1 ag: agonists of human D1 dopamine receptor. 1% of 360,000 active. HEK293 T-REx D1 cells, calcium flux, agonist mode. activation, % at 2 µM; in the data active = activation above about 30%; note: 0% is about no effect
#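 Tetracycline-induced HEK293 TREx D1 cells, force-coupled to calcium signalling, were dye-loaded with a no-wash calcium kit. Compound was pin-added after a 10 s baseline. Fluorescence was read kinetically at 1 cycle/s for 180 s, with calcium rises flagged as agonism.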
# RXFP1 ag: agonists of human relaxin receptor RXFP1. Q9HBX9. HEK293T-RXFP1 cAMP TR-FRET, 30 min; response scale: percent of porcine relaxin response, buffer zero. Potency, µM (top dose mostly 57.5 µM), inactives show at the top dose activation, usual class: activators. 0.3% of 370,000 active; note: potency is the fitted concentration of half-maximal effect; % is set by controls: 0 for no effect and ±100 for the full control effect; nearly all actives have a fitted effect of over 60% in size; many of its hits are not listed in these tables
#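 HEK293T cells stably expressing RXFP1 were pretreated with the PDE4 inhibitor Ro 20174, exposed to compounds for 30 min at 37C, lysed, and cAMP was read by TR-FRET. Data normalized to buffer (basal) and 29 nM porcine relaxin (100%).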
# D2 PAM: D2 dopamine receptor (human) potentiation; P14416; HEK293 T-REx D2, calcium flux, EC20 dopamine potentiation; potentiation, % at 10 µM; 0.34% of 340,000 active;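 active = potentiation over 3 SD above the plate norm, cut at about 30% in these data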; note: 0% is about no effect
#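 Tetracycline-induced HEK293 T-REx cells force-coupled to calcium signalling expressed D2; compounds were pin-added after a 10 s baseline, read kinetically 180 s, then an EC20 dopamine challenge followed with a further 180 s calcium read.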
# Vif-APOBEC3G blk: inhibitors of Vif-APOBEC3G interaction; HeLa A3G-eYFP + Vif (tagged APOBEC3G with the HIV-1 protein that degrades it), YFP fluorescence, overnight; Potency, µM (doses to about 46.1 µM), for the others: top-dose activity, negative = active, actives largely listed as inhibitors; Q9HC16; 0.076% of 410,000 active; AID 602310;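 note: potency is the fitted concentration of half-maximal effect; % is set by controls: 0 for no effect and ±100 for the full control effect; nearly all actives have a fitted effect of over 60% in size; hits raise eYFP signal because A3G escapes Vif-driven loss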
# Target sequence (Q9HC16 whole entry, looked up): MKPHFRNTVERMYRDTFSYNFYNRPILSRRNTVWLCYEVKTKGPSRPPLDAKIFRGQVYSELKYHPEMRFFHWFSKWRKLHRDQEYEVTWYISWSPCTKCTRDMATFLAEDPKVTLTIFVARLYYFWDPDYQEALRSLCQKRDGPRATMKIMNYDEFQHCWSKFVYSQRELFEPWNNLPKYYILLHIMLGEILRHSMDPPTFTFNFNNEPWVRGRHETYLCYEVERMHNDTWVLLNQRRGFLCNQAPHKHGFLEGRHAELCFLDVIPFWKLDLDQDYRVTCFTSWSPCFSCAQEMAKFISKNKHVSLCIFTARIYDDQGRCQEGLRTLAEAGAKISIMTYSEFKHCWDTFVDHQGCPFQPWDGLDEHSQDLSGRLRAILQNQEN
#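 Read-out is eYFP fluorescence (Ex 488/Em 500-530) from Vif-expressing HeLa A3G-eYFP cells; more signal means A3G escaped Vif-mediated degradation. Cells plated overnight, compound pinned in, incubated overnight at 37 deg C.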
# LDHA inh: LDHA (human) enzyme inhibition; P00338; purified LDHA, NADH/diaphorase-resazurin fluorescence; stronger effect = lower value; activity change, % (values are at about 110 or 230 µM); 0.15% of 480,000 active; in the data active = activity change below about -30%; inconclusive = mostly about -25% to -30%;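 note: plate controls were DMSO wells for no effect and wells without enzyme for full effect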
#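 LDH5 2 nM; NADH 0.06 mM, pyruvate 0.2 mM; 200 mM Tris pH 7.4, EDTA, Tween-20; 5 min RT. Detection: diaphorase 0.133 mg/mL + resazurin 37 µM, fluorescence ex540/em590 at 0 and 20 min; normalized to enzyme-free and DMSO wells.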
# Vif-A3F inh: inhibitors of Vif-A3F interaction | HeLa A3F-eYFP + Vif (tagged APOBEC3F with the HIV-1 protein that degrades it), YFP fluorescence increase | Potency, µM (doses to about 46.1 µM), without a hit: at the top dose activity, negative = active | 0.2% of 390,000 active; note: potency is the fitted concentration of half-maximal effect; % of control where 0% means no effect; nearly all actives have a fitted effect of over 65% in size
#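 HeLa cells stably expressing Vif plus C-terminally eYFP-tagged A3F were seeded, incubated overnight at 37 deg C, dosed with compound, incubated overnight again at 37 deg C. Yellow fluorescence (Ex 488/Em 500-530) reported blocked Vif-mediated A3F-eYFP degradation.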
# Glioma ERSR ind: ER stress response induction in glioma; U87-MG GRP78 promoter luciferase reporter, 16 h; Potency, µM, for the others: at the highest dose activation, actives largely listed as activators; 0.02% of 420,000 active; note: potency is the fitted concentration of half-maximal effect; series mostly up to about 76 µM; % of control where 0% means no effect; nearly all actives have a fitted effect of over 35% in size
#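 Stably transfected U87-MG glioma cells carrying a GRP78-based luciferase sensor; 16 h compound incubation. Luminescence end-point read 10 min after Bright-Glo addition at room temperature.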
# D1 antag: antagonists of human D1 dopamine receptor. P21728. HEK293 TREx D1 cells, calcium flux, dopamine EC80; stronger effect = lower value. activity change, negative = inhibition, % at 10 µM. 3.2% of 360,000 active. AID 504652; in the data active = activity change below about -30%; note: % is set by controls: 0 for no effect and ±100 for the full control effect
#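 Antagonism measured as reduced calcium response to an EC80 dopamine addition following 180 s compound pre-read; cells were inducible HEK293 Trex D1 plated overnight at 30 C, read kinetically at 1 cycle/sec.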
# * = called active by the depositor; ? = inconclusive; / = no result given; & = joins results of further samples. Unless noted, calls come from the whole dose curve; as a rule, active = well fitted curve in the direction sought with a large enough effect; inconclusive = small, poorly fitted or top-dose-only effect, or another doubt; inactive = no such curve, though single readings can be large; an effect the other way counts as inactive or inconclusive. The list is partial (hit frequency here may not be typical).
molecule	D1 PAM	D1 ag	RXFP1 ag	D2 PAM	Vif-APOBEC3G blk	LDHA inh	Vif-A3F inh	Glioma ERSR ind	D1 antag
Cc1nc2cc(-c3ccccc3)nn2c(C)c1CCC(=O)NCCc1ccccc1	-3	3	-1.7%	2	-2%	-7	-1%	-6%	-5
C#CCOCCOCCOCCNc1nc(N2CCN(C(=O)Cn3cc(CCCCN)nn3)CC2)nc(N2CCN(C(=O)[C@H](C(C)C)n3cc(CCO)nn3)CC2)n1	-1	-1	7.0%	3	-9%	3	-1%	-4%	-2
CCN(CC)S(=O)(=O)c1ccc2c(c1)N(CC(=O)NCc1ccccn1)C(=O)CO2	-11	2	25µM*	11	1%	-10	-9%	-3%	2
O=C(c1cccc(S(=O)(=O)NCc2ccccc2)c1)N1CCN(c2cccc(C(F)(F)F)c2)CC1	5	4	-0.6%	5	?	-2	0%	-6%	0
Cc1ccc(NC(=O)Cn2c(-c3nonc3N)nc3ccccc32)cc1C	-1	2	1.5%	-18	-4%	-2	2%	-2%	-9
CCCC(=O)C1=C(O)C(C(=O)OC)C(C)(C)CC1=Nc1ccc(Br)cc1 (centres undefined)	-1	1	-2.4%	5	-6%	-5	12%	-4%	-6
Cc1cc(Br)ccc1NC(=O)CN1C(=O)C2C3CC(c4ccccc4)C(C3)C2C1=O (centres undefined)	-8	1	3.2%	-5	-9%	1	-11%	-2%	-39*
CCc1ccc(NC(=O)c2cc(S(=O)(=O)N3CCc4ccccc43)cn2C)cc1	-14	4	2.1%	-1	1%	-12	-2%	-2%	-19
C=C(C)[C@@H]1CC=C(CO)CC1	/	/	/	/	-5%	-5	6%	-1%	/
CC(C)(C)c1ccc(C(=O)N2CCC(C(=O)NC3CC3)CC2)cc1	-5	2	0.0%	6	-1%	-10	-22%	6%	-5
Cc1cc(C)c(NC(=O)CN2C(=O)CCSc3ccc(S(=O)(=O)N4CCCC4)cc32)c(C)c1	1	-1	0.5%	-5	0%	-4	-9%	0%	-5
NC(=O)c1nc(Nc2ccccc2)sc1NC(=O)c1c(F)cccc1F	3	4	1.5%	-7	0%	-10	-2%	-5%	1
O=C(CN(Cc1cccs1)C(=O)CNC(=O)c1ccco1)NC1CCCCC1	1	2	-1.8%	-6	0%	0	/	0%	-11
Fc1ccccc1N1CCN(CCCNc2ccc3nncn3n2)CC1	/	2	2.1%	-25	-1%	-3	4%	-5%	-1
OC1CCN(CC(O)C(F)(F)F)CC1 (centres undefined)	-2	2	0.4%	-8	1%	-7	16%	2%	/
CCCCN(CC)CCNc1ncnc2onc(-c3ccc(Cl)cc3)c12	3	0	2.4%	7	-4%	-4	0%	-2%	3
O=C(Cn1nnc2ccccc2c1=O)NCC1CCC(C(=O)O)CC1 (centres undefined)	6	1	3.3%	/	2%	-1	3%	3%	8
O=C(CSc1nnc(-c2ccccc2Br)o1)Nc1cccc2ccccc12	0	5	2.0%	3	1%	-7	5%	-1%	-4
COc1cc(SC)ccc1C(=O)NC1CCCCC1	-5	2	3.4%	6	-16%	-6	1%	3%	0
Cc1ccccc1NS(=O)(=O)c1ccc(C(=O)NCCCN2CCOCC2)cc1	26	0	-1.1%	-2	0%	-3	5%	-5%	4
CN(C)C(=O)CSc1n[nH]c(=O)[nH]c1=O	-2	2	-1.0%	1	-7%	-3	-5%	0%	9
O=C(NCCc1ccccc1O)c1cc2c(cc1[N+](=O)[O-])OCO2	/	/	/	/	2%	-6	4%	-1%	/
CC1CCCN(C(=S)NCc2ccccc2)C1 (centres undefined)	-6	1	4.7%	11	2%	-1	-22%	-3%	3
O=C(Nc1nnc(C2CCCC2)s1)C1CCN(S(=O)(=O)c2ccc(Cl)cc2)CC1	-6	-1	-0.8%	10	-3%	-4	1%	-7%	-1
O=C(Nc1ccc(O)c(C(=O)O)c1)c1cccc(NC(=O)c2ccco2)c1	-1	8	-0.5%	7	1%	-3	-6%	-2%	-14
O=C(CC12CC3CC(CC(C3)C1)C2)NC1CC1	/	/	/	/	2%	0	17%	-3%	/
O=C(COC(=O)/C=C/c1ccco1)Nc1cccc([N+](=O)[O-])c1	8	2	-0.4%	4	1%	-3	-4%	-2%	-9
O=C(O)c1ccc2noc(-c3ccccc3)c2c1	-9	4	0.4%	1	-1%	4	-1%	-2%	7
O=C(CCN1C(=O)C2C3C=CC(C3)C2C1=O)Nc1ccc2ncccc2c1 (centres undefined)	-1	-2	-1.0%	0	0%	5	/	-4%	5
NC(=O)c1ccccc1NC(=O)CCN1C(=O)c2ccccc2C1=O	2	0	1.9%	-6	0%	-6	-2%	-4%	2
COc1ccc(N2CCN(c3nc4c(c(=O)[nH]c(=O)n4C)n3Cc3cccc(C)c3)CC2)cc1	2	4	-3.0%	3	0%	-4	-11%	-5%	-4
CCN(C(=O)COC(=O)/C=C/c1ccccc1)C1CCCCC1	-7	3	1.8%	7	-2%	-11	-11%	-1%	4
Cc1ccc(C(=O)NNC(=S)NC(=O)c2ccc(Cl)cc2Cl)cc1	2	154*	0.7%	-23	1%	-5	-12%	5%	4
CCc1cccc(C)c1NC(=O)c1cccc(N(C)C)c1	3	2	1.4%	-2	2%	2	9%	-4%	0
O=C(Nc1ccc(S(=O)(=O)N(Cc2ccccc2)c2ccccc2)cc1)c1ccc(F)cc1	1	10	4.1%	6	1%	-3	0%	-4%	-16
Cc1cnc(NC(=O)Cc2c[nH]c3ccccc23)s1	-2	0	0.2%	15	-10%	3	1%	8%	11
CN(C)C(CNC(=O)c1cccc(S(=O)(=O)N(C)C)c1)c1ccccc1 (centres undefined)	-4	0	0.6%	6	3%	-4	-5%	0%	-20
O=C(CCC1CCCC1)Nc1nnc(-c2ccc3c(c2)OCO3)s1	1	1	-0.2%	-10	1%	-3	-37%	-5%	1
Cc1ccc(C)c(OCCC(=O)OCC(=O)c2c(N)n(C)c(=O)n(C)c2=O)c1	1	9	5.6%	-3	-1%	-4	1%	1%	17
CCN(CC(=O)Nc1c(F)cccc1F)C(=O)CCc1nc2cc(S(=O)(=O)N(C)C)ccc2n1CC	2	1	-1.8%	12	-1%	-2	1%	-3%	0
COc1ccc(C=O)cc1OS(=O)(=O)c1ccc(NC(C)=O)cc1	-11	17	4.8%	11	-22%	-18	-21%	-3%	-28
COc1ccc(NC(=O)c2cc3c(=O)n(C)c4ccccc4c3n2C)cc1Cl	-1	2	7.5%	1	1%	-7	-16%	-7%	-3
Cn1c(CSCc2ccccc2Cl)n[nH]c1=S	-5	6	-0.3%	17	-2%	-1	-17%	-4%	-18
COc1ccc(-c2cc(C(=O)N3CCN(c4ccccc4OC)CC3)c3cc(C(C)C)ccc3n2)cc1	0	1	0.2%	0	-1%	-1	-3%	-2%	0
Cc1cccc(N2CCN(C(=O)N3CCCCC3)CC2)c1C	-4	10	-1.9%	20	1%	1	2%	-1%	1
CC(C)CN(CCCNC(=O)c1cn(C)c2ccc(S(=O)(=O)N(C)C3CCCCC3)cc2c1=O)CC(C)C	2	1	3.0%	0	1%	-4	-1%	-2%	-7
CCOC(=O)c1ccc(NC(=O)CC2SC(=NC)N(C)C2=O)cc1 (centres undefined)	-4	3	0.6%	2	-1%	-4	-12%	-2%	2
COc1ccc(CN2CCN(c3ccccn3)CC2)c(OC)c1C	-6	5	-1.9%	/	1%&1%	-12&-21	-3%&0%	-5%&0%	-13
O=C(NCCCN1CCOCC1)C1(c2ccccc2)CCOCC1	-2	1	0.0%	-9	-6%	-4	0%	1%	8
CCCc1c(C(=O)N/N=C/c2ccc3c(c2)OCO3)nnn1-c1nonc1N	/	/	/	/	0%	-5	-11%	-2%	/

# Some entries already given, reduced to RXFP1 ag, D1 ag and D1 PAM:
Molecule	RXFP1 ag	D1 ag	D1 PAM
CCN(C(=O)COC(=O)/C=C/c1ccccc1)C1CCCCC1	1.8%	3	-7
CCc1cccc(C)c1NC(=O)c1cccc(N(C)C)c1	1.4%	2	3

# (next part)
molecule	D1 PAM	D1 ag	RXFP1 ag	D2 PAM	Vif-APOBEC3G blk	LDHA inh	Vif-A3F inh	Glioma ERSR ind	D1 antag
COc1cccc(/C=N/NC(=O)C(=O)N2CCCC2)c1OC	0	1	0.5%	-2	0%	-3	-1%	1%	-16
COc1cccc(C(=O)N(Cc2ccc(N(C)C)cc2)C2CCS(=O)(=O)C2)c1 (centres undefined)	-1	3	-0.5%	-6	0%	3	7%	-2%	-1
CC(C)(C)C(=O)O/N=C(\N)COc1cccc(Cl)c1	-2	1	-0.1%	-1	-2%	-3	6%	-1%	0
O=C(NCC1CC1)C1(C(F)(F)F)CC(CCCO)CCCO1 (centres undefined)	/	/	/	/	0%&-2%	-1	-1%	0%&-2%	/
Cc1cc(C)cc(OC(C)C(=O)Nc2ccc(S(=O)(=O)Nc3cc(C)nc(C)n3)cc2)c1 (centres undefined)	1	3	-0.8%	8	1%	-7	-13%	-4%	-1
CCO[C@H]1OC(C(=O)Nc2ccccc2)=C[C@@H](c2coc3ccccc3c2=O)[C@@H]1CCCO	3	-5	0.3%	-3	1%	-3	3%	-2%	-1
O=C(c1ccncc1)N1CCN(c2cccc(C(F)(F)F)c2)CC1	1	3	0.9%	/	-4%	-5	/	-2%	3
Cc1c(NC(=O)c2cc3nc(-c4ccc(Br)cc4)cc(C(F)(F)F)n3n2)c(=O)n(-c2ccccc2)n1C	0	-2	2.9%	2	-2%	-5	-5%	-5%	14
Cc1ccc(N=C(NO)c2cnccc2C(F)(F)F)c(C)c1	6	1	-0.8%	4	0%	0	7%	-7%	1
